Assay outcomes as filed in PubChem BioAssay.
DT40 TDP1 no CPT = qHTS for Inhibitors of human tyrosyl-DNA phosphodiesterase 1 (TDP1): qHTS in cells in absence of CPT. DT40 Tdp1-/- hTDP1 cells, no CPT, ATP luminescence, 48 h. Potency, µM (series often up to 46.2 µM), for the others: at the highest dose activity change, negative = growth inhibition, usual class: inhibitors. actives 15% (n = 420,000). AID 686978, 2013; also: nearly all actives have a fitted effect of over 55% in size
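A cellular qHTS used chicken DT40 cells lacking endogenous Tdp1 but carrying stably transfected human TDP1. Compounds were applied without camptothecin, and cell growth kinetics were judged by ATP-dependent luminescence after ≥48 hr.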
GCN5L2 inh = blocks human GCN5L2 histone acetyltransferase; Q92830; GCN5L2 HAT assay, ThioGlo1 CoA-SH fluorescence; Potency, µM (series often up to 58.9 µM), for the others: at the highest dose activity change, negative = inhibition, actives largely listed as inhibitors; actives 0.21% (n = 390,000)
Target sequence (Q92830 whole entry, looked up): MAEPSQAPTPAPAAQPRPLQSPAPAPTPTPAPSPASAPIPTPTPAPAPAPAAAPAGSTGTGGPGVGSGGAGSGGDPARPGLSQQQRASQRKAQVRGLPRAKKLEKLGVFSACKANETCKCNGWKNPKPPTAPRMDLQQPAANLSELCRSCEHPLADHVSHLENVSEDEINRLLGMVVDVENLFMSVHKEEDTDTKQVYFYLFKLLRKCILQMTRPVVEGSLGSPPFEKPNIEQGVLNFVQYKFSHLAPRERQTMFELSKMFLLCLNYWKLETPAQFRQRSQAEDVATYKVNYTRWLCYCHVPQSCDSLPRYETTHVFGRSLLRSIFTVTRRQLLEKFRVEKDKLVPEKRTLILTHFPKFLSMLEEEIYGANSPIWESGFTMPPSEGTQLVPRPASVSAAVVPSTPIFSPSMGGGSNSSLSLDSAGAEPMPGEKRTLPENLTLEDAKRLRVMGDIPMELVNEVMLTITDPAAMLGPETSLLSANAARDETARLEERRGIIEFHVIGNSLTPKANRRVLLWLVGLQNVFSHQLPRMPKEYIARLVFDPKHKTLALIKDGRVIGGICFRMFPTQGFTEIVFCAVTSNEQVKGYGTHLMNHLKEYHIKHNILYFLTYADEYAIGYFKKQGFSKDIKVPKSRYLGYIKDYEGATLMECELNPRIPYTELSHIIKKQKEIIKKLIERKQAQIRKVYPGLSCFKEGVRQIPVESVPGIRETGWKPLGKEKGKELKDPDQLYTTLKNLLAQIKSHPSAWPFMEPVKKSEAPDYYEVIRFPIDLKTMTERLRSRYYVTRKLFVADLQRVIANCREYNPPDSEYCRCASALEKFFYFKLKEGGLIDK
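Titration-based screen in which CoA formation is detected via maleimide probe ThioGlo1 (50uM) turning fluorescent on thiol reaction; substrates H3(1-25) 75uM and acetyl-CoA 70uM, GCN5L2 20nM, 20 min incubation at room temperature.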
TDP1 cell CPT = growth inhibition of DT40 Tdp1-/-;hTDP1 cells with camptothecin (screen for TDP1 inhibitors) | chicken DT40 Tdp1-/-;hTDP1 cells + 20 nM CPT, ATP luminescence, 48 h | Potency, µM (titrated, usually from 46.2 µM), for inactives: at the top dose activity change, negative = growth inhibition, most hits filed as inhibitors | actives 12% (n = 420,000) | AID 686979; also: nearly all actives have a fitted effect of over 55% in size
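Chicken DT40 Tdp1-/- cells complemented with human TDP1, 400 cells/well, exposed to compounds plus 20 nM camptothecin for at least 48 h at 37 C; viability read as ATP content by CellTiter-Glo luminescence.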
* marks the source's active call; other numbers are inactive results; ? = inconclusive; . = not tested or not shown. Calls follow the shape of the dose curve; as a rule, active = well fitted curve in the direction sought with a large enough effect; inconclusive = small, poorly fitted or top-dose-only effect, or another doubt; inactive = no such curve, though single readings can be large; an effect the other way counts as inactive or inconclusive. % is scaled to controls: 0 for no effect and ±100 for the full control effect; potency is read from the fitted curve at half-maximal effect.

Molecule | DT40 TDP1 no CPT | GCN5L2 inh | TDP1 cell CPT
COc1cc(O)cc2c1[C@@H]1Oc3c(ccc(O)c3CC=C(C)C)[C@@H]1CO2 | 23µM* | . | 18µM*
CCCCN(C(=O)COC(=O)c1sccc1C)c1c(N)n(CCC)c(=O)[nH]c1=O | -22% | . | -5%
O=C1CC(N2CCN(c3ccccc3Cl)CC2)C(=O)N1c1ccccc1 (centres undefined) | -7% | -2% | -13%
Cc1cccc(N(CC(=O)NC2CC3CCC2C3)S(=O)(=O)c2ccccc2)c1 (centres undefined) | -4% | -21% | -21%
O=C1CCC[C@@H]2C[C@@]3(C[C@@H]4CCN1[C@H]24)Nc1ccccc1NC3=NC1CCCCC1 | -25% | . | -26%
Cc1ccc2c(c1)N(CCC(=O)NCc1cccs1)C(=O)C(C)O2 (centres undefined) | -13% | ? | ?
COc1ccc2nc(NC(=O)c3ccoc3C)sc2c1 | ? | -22% | ?
Cc1ccccc1C(=O)NC(=S)NCCc1ccccc1 | ? | -3% | ?
O=C(Nc1ccccc1)C1=C[C@H](c2ccc(C(F)(F)F)cc2)C[C@H](OCCCCO)O1 | -15% | . | -23%
C/C=C\C(=O)Nc1cccc(C2=NOC3(C2)C[C@@H](C(N)=O)N(C(=O)c2ccccc2)C3)c1 (some centres undefined) | -11% | 7% | -30%
O=Cc1c(NCc2ccc(F)cc2)c2ccccc2[nH]c1=O | -2% | 0% | 12%
CCN(CC)S(=O)(=O)c1cccc(NC(=O)CC2CCCC2)c1 | ? | -1% | -26%
CCOc1cccc(-c2nnc(SCC(=O)Nc3cccc(OC)c3)n2N)c1 | -12% | 0% | ?
O=C1NC[C@H](CCCCN2C[C@H](Cc3ccccc3)N(Cc3ccccc3)C(=O)C2=O)N(CCc2ccccc2)C1=O | ? | . | ?
COc1cc(OC)c(NC(=O)CCc2c(C)nc3c4c(C)cc(C)nc4nn3c2C)cc1Cl | -21% | -7% | -18%
Cc1ccc(N2C(=O)CN(Cc3ccccc3)C2=S)cc1C | 1% | -5% | 14%
CC(=O)Nc1cccc(-c2csc(C(O)c3ccc(F)c(F)c3)n2)c1 (centres undefined) | ? | . | ?
C=CC(COCc1ccccc1)N(C(=O)OC(C)(C)C)S(=O)(=O)c1ccccc1Br (centres undefined) | 16µM* | -16% | ?
O=C(COC(=O)Cc1ccc(Br)cc1)NCc1ccc(F)cc1 | -4% | -7% | -1%
Cc1ccc(F)c(S(=O)(=O)NC(=O)C2(C)CCN2C(=O)Cc2ccccc2Cl)c1 (centres undefined) | 1% | . | 3%
O=c1cc2c(nn1Cc1ccc(Cl)cc1)-c1ccccc1CC2 | ? | -8% | -15%
O=C(CCNS(=O)(=O)c1cccs1)NCc1ccccc1 | -9% | -2% | -6%
O=C(CN(C(=O)CNC(=O)c1cccs1)c1ccc(F)cc1)NC1CCCC1 | 2% | -5% | 1%
CCC(=O)Nc1ccc2c(c1)nc(CCN1CCN(c3ccccc3)CC1)n2C | -25% | 1% | 0%
COc1cc(OC)c(C2=Nc3ccc(Br)cc3C(c3ccccc3)N2CC(=O)NN)cc1OC (centres undefined) | 19% | -6% | 7%
Oc1ccc2ccccc2c1CN1CCN(c2ccccc2F)CC1 | ? | -3% | -24%
O=C(NCC1CCCO1)c1ccc2c(c1)C(=O)N(C1CCCCC1)C2=O (centres undefined) | -28% | -14% | 2%
O=C(Nc1cccc(S(=O)(=O)N2CCOCC2)c1)C1CCCC1 | -6% | -2% | 23%
Cc1cc(Cl)ccc1OCCCC(=O)OCC(=O)Nc1cccc(S(N)(=O)=O)c1 | 2% | -17% | 10%
Cc1cc(C(=O)NC2CCCc3c2cnn3-c2ccc(C(C)(C)C)cc2)nn1C (centres undefined) | 16µM* | -8% | 8.2µM*

(continued)
Molecule | DT40 TDP1 no CPT | GCN5L2 inh | TDP1 cell CPT
Cc1ccc(C(=O)NC2CCS(=O)(=O)C2)cc1S(=O)(=O)N1CCCCCC1 (centres undefined) | -18% | 0% | -3%
CN(C)c1ccc(/C=[N+](\[O-])C2N(c3ccccc3)C(=S)SC2(C)C)cc1 (centres undefined) | -19% | -7% | ?
CCC[C@@H]1C[C@@H](C(=O)N[C@H]([C@@H](C)O)[C@H]2O[C@H](SC)[C@H](O)[C@@H](O)C2O)N(C)C1 (some centres undefined) | 12% | 1% | 9%
CCCN1Cc2cccc(C(=O)NCc3ccccc3OC)c2C1=O | -27% | 0% | -23%
CCN(CC)S(=O)(=O)c1ccc(C(=O)Nc2ccc3c(c2)OCO3)cc1 | -30% | -5% | 3%
COc1ccc(NC(=O)CCN2CCOCC2)c(OC)c1 | 6% | -3% | 6%
COc1ccc(-c2noc(CNC(=O)c3ccc4c(c3)OCO4)n2)cc1 | -17% | 2% | -11%
Cc1ccc(C)c(OCCC(=O)OCC(=O)c2ccc3c(c2)NC(=O)CO3)c1 | 5% | -1% | -8%
C#CCNC(=O)C1=C[C@@H](C2CCCCC2)C[C@@H](OCCCCO)O1 | ? | 0% | ?
COc1ccc(-n2nc(C(=O)NCCc3ccc(OC)c(OC)c3)c3c4ccccc4n(C)c3c2=O)cc1 | 15µM* | 0% | 16µM*
O=Cc1ccc(OCC(=O)NCC2CCCO2)cc1 (centres undefined) | 0% | -1% | -10%
O=C(/C=C/c1ccco1)NCC1CCCO1 (centres undefined) | -10% | 2% | -10%
COc1ccc2[nH]c3c(c2c1)CCN1C(=O)N([C@@H](C)C(=O)NC2CCN(Cc4ccccc4)CC2)C(=O)[C@]31C | 16µM* | -4% | 16µM*
O=c1[nH]c2cc3c(cc2cc1C(c1nnnn1Cc1ccccc1)N1CCN2CCCC2C1)OCCO3 (centres undefined) | 18µM* | ? | ?
O=C(NC1CCCc2ccccc21)C1CCN(S(=O)(=O)c2ccccc2)CC1 (centres undefined) | ? | -6% | ?
Nc1nc(-c2cccc(Br)c2)cs1 | -18% | -6% | -22%
CCCCNC(=O)c1onc(CSc2ccc(F)cc2)c1C(=O)NCCCC | -24% | -2% | -23%
Cc1nccc(-c2sc(-c3cccs3)nc2C)n1 | -9% | -14% | 10%
CC(=O)c1cccc(OC(=O)C2=CC=CN3CCS(=O)(=O)N=C23)c1 | 12% | -15% | 1%
O=C(NCc1ccc(F)cc1)c1cc(C2CCCCN2C(=O)c2ccccc2)on1 (centres undefined) | ? | . | ?
COc1cccc2cc(C(=O)Nc3ccc(F)c(F)c3)c(=O)oc12 | -22% | -1% | 13%
O=c1cc(CN2CCN(Cc3ccccc3)CC2)c2ccc(O)c(O)c2o1 | 15µM* | -23% | 10µM*
Cc1cc(C)c(C2=CC(=O)C[C@H](c3ccc4c(c3)OCO4)C2)c(C)c1 | ? | -1% | 18µM*
O=C(Cc1ccc(-c2ccccc2)cc1)OCC(=O)N1CCCC1=O | 4% | -2% | 5%
C=CCn1c(COc2ccc(Cl)cc2)nnc1SCC(=O)Nc1ccc(S(N)(=O)=O)cc1 | -4% | 1% | 7%
O=C(O)CCCC(=O)N1CCN(c2nc(-c3ccccc3)c3ccccc3n2)CC1 | ? | -21% | 3%
Nc1[nH]n2c(=O)cc(-c3ccccc3)nc2c1N=Nc1ccc(S(N)(=O)=O)cc1 | 0% | 1% | 1%
CC1(C)OCC(C2CC(c3ccccc3)NS(=O)(=O)O2)O1 (centres undefined) | 0% | -15% | 16%
Cc1c(-c2cc(C(=O)O)c3ccccc3n2)cnn1C | 17% | -3% | 2%
CCCCN1C(=S)NC[C@@H]1Cc1ccc(O)cc1 | -1% | -2% | -9%

Compound profiles, as listed above. Screens in order: DT40 TDP1 no CPT	GCN5L2 inh	TDP1 cell CPT
Record of CCC[C@@H]1C[C@@H](C(=O)N[C@H]([C@@H](C)O)[C@H]2O[C@H](SC)[C@H](O)[C@@H](O)C2O)N(C)C1 (some centres undefined) = 12%	1%	9%
Record of Cc1nccc(-c2sc(-c3cccs3)nc2C)n1 = -9%	-14%	10%
Record of O=C(NCc1ccc(F)cc1)c1cc(C2CCCCN2C(=O)c2ccccc2)on1 (centres undefined) = ?	.	?
Record of CCN(CC)S(=O)(=O)c1ccc(C(=O)Nc2ccc3c(c2)OCO3)cc1 = -30%	-5%	3%
Record of COc1cccc2cc(C(=O)Nc3ccc(F)c(F)c3)c(=O)oc12 = -22%	-1%	13%

Next records.
Molecule | DT40 TDP1 no CPT | GCN5L2 inh | TDP1 cell CPT
CCOCCCNC(=O)CN1C(=O)COc2ccc(S(=O)(=O)N3CC(C)CC(C)C3)cc21 (centres undefined) | 10% | -14% | -10%
CCOc1ccc(CCNC(=O)c2cc3c(=O)n(C)c4ccccc4c3n2C)cc1 | 15µM* | -1% | 21µM*
CCC(Cc1ccccc1)NC(=O)CN1C(=O)COc2ccc(S(=O)(=O)N3CCCCCC3)cc21 (centres undefined) | ? | -4% | ?
CN(C)CCOCCOc1ccc(Cl)cc1Br | ? | 3% | ?
CC(C)n1nc(C(=O)NCCCN2CCCC2=O)c2ccccc2c1=O | -22% | -2% | 1%
COc1ccccc1C(=O)Nc1ccc2c(c1)nc1n2CCN(C2CCCCC2)C1 | 23µM* | -1% | 15µM*
CCOc1ccccc1C(=O)N1CCN=C1SC | -9% | 0% | -20%
CCCNC(=O)C1(CC2CC(c3ccccc3)=NO2)CCNCC1 (centres undefined) | -11% | . | -4%
CC(C)(C)N(Cc1ccccc1)C(=O)c1cc2ccccc2o1 | 12µM* | -4% | ?
CCn1nnc(-c2ccccc2NS(=O)(=O)c2ccc(C(=O)OC)cc2)n1 | ? | -5% | ?
NS(=O)(=O)c1cccc(NC(=O)CC2(CC(=O)O)CCCC2)c1 | -3% | -26% | -6%
Cc1cc(Br)ccc1NC(=O)COC(=O)c1ccccc1OCC(N)=O | -15% | . | -4%
O=C(NCc1ccco1)c1cnn2c(C(F)(F)F)cc(-c3cccs3)nc12 | 21µM* | -4% | 15µM*
Cc1ccc(S(=O)(=O)N2CCOCC2)cc1NC(=O)COC(=O)Cc1cccs1 | -1% | -5% | -1%
COC(=O)c1nc(-c2ccc(C)cc2)oc1N(C)C | -11% | -3% | -13%
CCCn1c(SCC(=O)Nc2cc(Cl)ccc2Cl)n[nH]c1=O | ? | -1% | ?
COc1cc([N+](=O)[O-])c(N2CCOCC2)c([N+](=O)[O-])c1OC | -5% | -8% | -2%
Cc1nc(N2N=C(c3ccc(Cl)cc3)CC2c2ccco2)sc1C(=O)N(C)C (centres undefined) | 16µM* | -16% | 21µM*
CC1CCc2nn(CC(=O)Nc3ccc(F)cc3F)cc2C1 (centres undefined) | -15% | -1% | -6%
CN(C)C(=O)NC(NC(=S)Nc1ccccc1)C(Cl)(Cl)Cl (centres undefined) | -29% | -4% | ?
O=c1cc(-c2ccccc2)c2ccccc2[nH]1 | ? | -2% | ?
Cc1c(C(=O)Nc2c(F)cccc2F)sc2ncn(CC(=O)N3CCCCC3)c(=O)c12 | 7% | -3% | -9%
COCCn1c(SCC(=O)Nc2cccc(NC(C)=O)c2)nc2c([nH]c3ccccc32)c1=O | 3.3µM* | ? | ?
Cc1c(NC(=O)c2ccccc2N)cccc1C(=O)O | -15% | -7% | -3%
CCCCCn1c(SCC(=O)c2ccccc2)nc2cc(C(=O)NCc3ccco3)ccc2c1=O | 1% | -9% | -1%
O=C(Nc1ccc(F)cc1)c1ccc(Cn2cnnn2)cc1 | -14% | 2% | -3%
CSc1nc(O)c(C(c2ccccc2)c2c(O)nc(SC)[nH]c2=O)c(=O)[nH]1 | 18% | 0% | 0%
COc1ccc(N2CCN(C(=O)C(=O)c3cc(OC)c(OC)c(OC)c3)CC2)cc1 | -26% | . | -24%
Cc1ccccc1NC(=O)CCN1C(=O)c2ccccc2C1=O | -15% | -20% | 8%
Cc1ccc2nc(-c3ccccc3)c(Cc3ccccc3C(F)(F)F)n2c1 | ? | . | 16µM*
CCCOc1ccc(CNC(=S)NCc2ccc(OC(C)C)cc2)cc1 | 18µM* | -4% | ?
Cc1ccccc1NC(=O)N1CCCN(c2ccc(C#N)cn2)CC1 | 4% | -11% | 0%
COc1ccc(Nc2nc(C)cc(=O)[nH]2)cc1 | -6% | 6% | -4%

Part of the list above in order of number of heavy atoms, high to low:
Molecule | DT40 TDP1 no CPT | GCN5L2 inh | TDP1 cell CPT
COc1cc(OC)c(C2=Nc3ccc(Br)cc3C(c3ccccc3)N2CC(=O)NN)cc1OC (centres undefined) | 19% | -6% | 7%
CCC(=O)Nc1ccc2c(c1)nc(CCN1CCN(c3ccccc3)CC1)n2C | -25% | 1% | 0%
COc1ccc2nc(NC(=O)c3ccoc3C)sc2c1 | ? | -22% | ?
CN(C)CCOCCOc1ccc(Cl)cc1Br | ? | 3% | ?

Random draw from the library (roughly 18% active in at least one column).
